# ssDAF-12 act: activators of S. stercoralis DAF-12 nuclear receptor | HEK293 ssDAF-12/GRIP1 lit1-tk-luc reporter, luminescence; % of 3 µM dafachronic acid response | activation, % at 6.8 µM | 370,000 tested, 1% active | AID 652126;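 active = activation above the mean over all tested compounds plus 3 SD, cut at about 0.9% in these data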;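 also: 0% = DMSO-only wells and 100% = 3 µM delta7-dafachronic acid wells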
# ADAM17 inh: inhibits human ADAM17; 370,000 tested, 0.83% active; recombinant ADAM17, EDANS/DABCYL FRET peptide cleavage; inhibition, % at 6.95 µM;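 active = inhibition above the mean of compounds lying between control limits plus 3 SD, set per campaign, cut at about 8.5% in these data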;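 also: 0% = DMSO-only wells as the low control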
# Target sequence (P78536 215-824 limits assumed): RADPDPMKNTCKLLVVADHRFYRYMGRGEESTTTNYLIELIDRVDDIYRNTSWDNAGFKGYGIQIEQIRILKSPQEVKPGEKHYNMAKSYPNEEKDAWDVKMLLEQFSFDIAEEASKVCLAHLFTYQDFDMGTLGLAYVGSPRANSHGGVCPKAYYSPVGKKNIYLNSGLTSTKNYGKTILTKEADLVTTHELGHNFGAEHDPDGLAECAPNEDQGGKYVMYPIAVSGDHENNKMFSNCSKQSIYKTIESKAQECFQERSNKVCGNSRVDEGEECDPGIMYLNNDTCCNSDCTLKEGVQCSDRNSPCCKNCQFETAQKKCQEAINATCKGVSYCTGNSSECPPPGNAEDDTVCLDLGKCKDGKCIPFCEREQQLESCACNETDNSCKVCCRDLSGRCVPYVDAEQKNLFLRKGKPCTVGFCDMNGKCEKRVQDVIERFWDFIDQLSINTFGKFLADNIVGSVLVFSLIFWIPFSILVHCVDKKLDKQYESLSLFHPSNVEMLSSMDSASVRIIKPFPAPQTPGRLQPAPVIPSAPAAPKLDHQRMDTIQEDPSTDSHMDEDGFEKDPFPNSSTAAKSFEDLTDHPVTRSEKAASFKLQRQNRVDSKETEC
# GAA850 FXN act: frataxin GAA850 promoter activation | AID 540364 | activation, % at 6 µM | HEK293 lucGAA850 FXN promoter luciferase reporter, 24 h; percent of 10 µM SAHA response | 360,000 tested, 0.56% active;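 active = activation above the average of all compounds screened plus 3 SD, cutoff fixed separately per campaign, cut at about 7.5% in these data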;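 also: 0% = DMSO wells and 100% = 10 µM SAHA wells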
# sPLA2-III inh: Blocks human group III sPLA2 activity; QFRET BODIPY PC-A2 liposome hydrolysis, fluorescence; inhibition, % at 12.2 µM; 370,000 tested, 0.56% active; AID 743126;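 active = inhibition above mean plus 3 SD of compounds lying within the high and low control bounds, cut at about 19% in these data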;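 also: 0% = median of test compound wells and 100% = no enzyme DMSO wells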
# PLCb3 inh: inhibitors of human phospholipase C beta3. 370,000 tested, 0.18% active. Purified PLC-beta3, fluorogenic substrate, fluorescence. inhibition, % at 12.2 µM; in the data active = inhibition above about 11%;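 also: 0% = median of compound wells on plate and 100% = full blocker control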
# hcDAF-12 act: activators of H. contortus DAF-12 nuclear receptor; activation, % at 6.8 µM; 370,000 tested, 1.4% active; HEK293 hcDAF-12 lit1-tk-luc reporter, luminescence; 0% DMSO, 100% Δ7-dafachronic acid;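 active = activation above the mean of all tested compounds plus 3 SD, cut at about 5.5% in these data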;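 also: 100% = response to 3 µM Δ7-dafachronic acid high control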
# hgDAF12 agonist: activates the H. glycines DAF-12 receptor ligand-binding domain; HEK293 GAL4-hgDAF12 UAS-luciferase reporter, agonist luminescence; normalized to butyrate control; activation, % at 6.8 µM; 370,000 tested, 1.8% active; AID 687014;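 active = activation above a cutoff set at the mean of all screened compounds plus 3 SD, cut at about 10% in these data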;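 also: 0% = DMSO wells and 100% = sodium butyrate wells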
# DAX1 inh-1: inhibitors of human orphan nuclear receptor DAX1 (NR0B1); P51843; HEK293 Gal4-DAX1 luciferase reporter, luminescence; inhibition, % at 6.75 µM; 340,000 tested, 0.99% active; AID 504766;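 active = inhibition above the mean over all tested compounds plus 3 SD, cut at about 4.2% in these data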;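 also: 0% = DAX1-transfected cells with DMSO and 100% = empty-vector control cells with DMSO; inhibition shows as a rise in luminescence from relieved DAX1 repression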
# Target sequence (P51843 207-470 limits assumed): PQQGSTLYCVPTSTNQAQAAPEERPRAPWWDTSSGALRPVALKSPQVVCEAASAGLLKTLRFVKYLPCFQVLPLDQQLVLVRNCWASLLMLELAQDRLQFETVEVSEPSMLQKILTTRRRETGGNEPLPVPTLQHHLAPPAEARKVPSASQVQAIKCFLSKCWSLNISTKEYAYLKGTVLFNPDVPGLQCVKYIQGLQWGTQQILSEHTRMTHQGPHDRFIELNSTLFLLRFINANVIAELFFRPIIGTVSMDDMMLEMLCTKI
# DAX1 inh-2: blocks DAX1 repression of SF-1 activated StAR promoter. 370,000 tested, 1.1% active. inhibition, % at 6.8 µM. AID 652010. HEK293T StAR-luciferase reporter, SF-1/DAX-1 repression relief;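 active = inhibition above the mean over all tested compounds plus 3 SD, cut at about 3.6% in these data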;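 also: 0% = DAX-1 cells with DMSO and 100% = cells lacking DAX-1 with DMSO; higher inhibition means more luminescence from relief of DAX-1 repression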
# ADAM10 inh: ADAM10 inhibition, QFRET primary screen; recombinant ADAM10, EDANS/DABCYL FRET peptide cleavage, 3 h; 370,000 tested, 0.62% active; inhibition, % at 7 µM; O14672;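 active = inhibition above a per-campaign cutoff equal to the mean of compounds falling between control-based bounds plus 3 SD, cut at about 20% in these data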;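 also: 0% = DMSO wells while the 100% control is not disclosed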
# PLCg1 inh: blocks human PLC-gamma1 enzyme activity; P19174; purified PLC-gamma1, fluorogenic substrate, fluorescence; inhibition, % at 12.2 µM; 370,000 tested, 0.84% active; AID 720700; in the data active = inhibition above about 9.5%
# An asterisk follows results filed as active; i = inactive; / = no result given.
# Order of values: ssDAF-12 act	ADAM17 inh	GAA850 FXN act	sPLA2-III inh	PLCb3 inh	hcDAF-12 act	hgDAF12 agonist	DAX1 inh-1	DAX1 inh-2	ADAM10 inh	PLCg1 inh
COc1ccc(-c2c(C)oc3c(CN4CCN(CCO)CC4)c(O)ccc3c2=O)cc1OC
  -1.1	-129	-1.6	-8	-306	-2.0	0.7	3.2	-0.5	i	-258
O=C(COC(=O)c1cccs1)Nc1ccccc1
  -0.5	0	0.6	3	2	1.8	-1.0	-0.5	0.2	3	0
CC(C)CCN(C(=O)C1CCCC1)c1c(N)n(Cc2ccccc2)c(=O)[nH]c1=O
  -1.4	-7	1.1	10	-1	-0.1	-1.4	0.2	1.5	-9	3
CC(Oc1ccc2c(c1)oc(=O)c1ccccc12)C(=O)NC(Cc1c[nH]c2ccc(O)cc12)C(=O)O (centres undefined)
  -0.8	-108	0.7	-22	-101	-0.7	-2.9	1.2	-0.2	-410	-74
CCOC(=O)C1=C(c2ccccc2)Nc2ncnn2C1c1ccc(C(=O)O)cc1 (centres undefined)
  -1.4	-4	0.7	6	-7	-0.3	-1.5	2.8	0.2	2	1
O=C(O)c1ccc(NC(=O)c2ccc(COc3ccc(Cl)cc3)o2)cc1
  -1.3	-5	0.7	-4	-5	0.2	-0.3	0.5	0.1	-5	-3
CC(C)[C@@H]1NC(=O)c2cc([N+](=O)[O-])cc(I)c2NCCC[C@@H](C(=O)NC(CC(=O)O)C(N)=O)NC(=O)[C@H](CO)NC1=O (some centres undefined)
  -1.3	-5	-0.8	-2	1	0.5	-1.3	0.7	0.3	-8	3
COc1ccc(Cc2nnc(NC(=O)C3CC(=O)N(c4ccccc4)C3)s2)cc1OC (centres undefined)
  -1.3	0	0.8	-14	2	-1.9	-1.8	-1.4	-0.1	1	1
COCC1CCN(Cc2cn(Cc3ccccc3)nc2-c2cc3ccccc3o2)CC1
  -0.1	3	1.2	-12	-4	-0.8	3.0	0.1	0.7	0	8
Cc1c(C(=O)NCc2ccc(F)cc2)c(-c2ccccc2)nn1-c1ccccc1
  -0.8	-2	-0.9	-2	1	-1.7	1.8	0.7	-0.2	4	2
COc1ccc(CN2C(=O)CC(C(=O)NCCc3ccc(S(N)(=O)=O)cc3)SC2=Nc2ccccc2)cc1 (centres undefined)
  -1.9	1	-2.9	-40	1	-0.1	2.5	0.7	-0.8	10	4
COc1ccc(C)cc1NC(=O)COC(=O)c1ccccc1SCC(=O)N1CCCC1
  -0.8	-6	-0.1	4	-7	-0.5	-1.7	0.2	0.4	-2	1
Cc1nn(CCOc2ccccc2Cl)c(C)c1[N+](=O)[O-]
  -0.9	2	3.7	0	-3	-0.2	1.1	-0.1	0.3	-11	0
Cc1ccc(NC(=O)CCNC(=O)c2ccco2)cc1F
  -1.4	-2	-2.0	-1	-5	-0.6	0.1	-0.9	-0.2	-1	1
NC(=S)N=Nc1c(O)n(CCCl)c2ccc(Br)cc12
  -1.5	-3	2.2	10	3	-2.3	-2.9	2.2	-0.9	0	8
CCCn1c(SCC(=O)Nc2sc(C)c(C)c2C(=O)OCC)nc2c1c(=O)n(C)c(=O)n2C
  -0.8	-2	-0.2	1	2	0.8	-0.9	0.2	0.7	-4	3
COc1cccc(NC(=S)C(C#N)=C2N(C)c3ccccc3N2C)c1
  -1.0	-2	1.4	8	-1	2.0	2.0	0.6	-0.1	-6	2
CC(CCc1ccccc1)NC(=O)COC(=O)c1ccc(NC(=O)CC#N)cc1 (centres undefined)
  -1.6	-5	2.4	-54	-10	-3.4	1.0	1.0	-0.1	-1	-1
Cc1cc(C)c(C#N)c(SCC(=O)c2ccc(Cl)cc2Cl)n1
  -1.4	-1	-1.5	-1	-3	-1.4	-3.1	-1.4	-0.2	9	1
CCO[C@H]1OC(C(=O)NCc2nc3ccccc3[nH]2)=C[C@@H](C)[C@@H]1CCCO
  -1.7	-2	-1.1	2	2	-0.9	-0.7	-0.9	0.6	0	-1
O=C(CCSc1nnc(-c2ccco2)o1)Nc1ccc(Cl)cc1
  -1.4	0	-1.3	-9	-1	-0.9	-2.4	-0.7	-0.6	1	6
Cc1ccc(CN2CC(C(=O)NC3CCCC(C)C3C)CC2=O)cc1 (centres undefined)
  -1.1	-6	0.6	10	-2	-0.5	-1.9	0.4	-0.6	-5	1
CCCCCCC1(C)NC(=S)N(c2ccccc2)N1 (centres undefined)
  5.7*	0	1.8	0	1	1.1	1.4	0.0	0.1	0	0
O=C(CSc1ccc(-c2ccco2)nn1)NCCc1ccccc1
  -0.6	-11	1.3	-1	-12	1.2	-0.5	-0.4	-0.1	-12	-8
COc1cccc(C(=O)Oc2cc3c4c(c2)C(C)=CC(C)(C)N4C(=O)C3=O)c1
  -1.2	2	-0.6	32*	-2	-1.5	2.0	0.2	-0.3	1	3
CCOc1ccc2nc(NC(=O)COc3ccc(N(C)S(=O)(=O)c4ccc(C)cc4)cc3)sc2c1
  -1.7	-7	0.6	2	-6	-2.2	1.7	0.6	0.1	0	-1
COc1cc(OC)c(-c2nn3c(C4CCCCC4)nnc3s2)cc1OC
  -2.0	-26	13*	-2	-87	-2.7	-7.0	-0.9	-0.6	-85	-59
Cn1c(CNC(=O)c2ccccc2F)nnc1SCc1ccc(F)cc1
  -0.9	-9	1.1	13	-5	1.3	-1.6	-1.6	-0.3	-4	2
Cc1ccccc1NC(=S)N/N=C/C(C)c1ccccc1 (centres undefined)
  -0.9	0	-0.7	10	0	0.2	0.4	0.0	0.5	-5	4
CCCN(CCC)CCCn1c(=O)[nH]c2ccccc21
  -0.6	-2	0.6	0	0	-0.1	0.3	-0.5	0.1	-8	1
COCCn1c(SCCCC(=O)c2ccc(Br)cc2)nnc1-c1ccncc1
  -2.5	-2	-2.2	-2	3	-4.7	-2.1	-4.4	-1.9	-4	3
O=C(O)/C(=C\c1cccc(F)c1)c1ccc(S(=O)(=O)N2CCCCC2)s1
  -1.4	-2	-1.2	-15	-6	-0.8	-3.2	0.0	0.0	-2	-5
Cc1c(C(=O)N2CCCCCC2(C)C(=O)NCC(C)C)oc2ccccc12 (centres undefined)
  -0.6	-2	1.5	10	0	0.1	-1.1	/	0.7	-14	2
CCOC(=O)CN1C(=O)C(C)(C)Oc2ccc(C(=O)Nc3ccccc3)cc21
  -1.6	1	0.7	-5	2	-1.7	-2.8	-0.1	0.1	9	1
Cc1ccc(C)c(S(=O)(=O)N2CCN(C(=O)c3cnccn3)CC2)c1
  -0.9	0	-2.2	4	0	-1.6	-1.5	0.1	0.3	8	-8
CC(Oc1ccc2ccc(=O)oc2c1)C(=O)NC1CC(C)(C)NC(C)(C)C1 (centres undefined)
  -0.6	-50	0.0	0	-25	-1.8	4.2	1.4	-0.1	-137	-10
CCCc1nc2c(s1)CCc1onc(-c3ccc(OC)cc3)c1-2
  -0.8	-3	-1.7	-2	-3	-0.6	1.9	1.4	-0.9	8	-3
CC(C)=N/N=c1\scc(C)n1Cc1ccco1
  -2.3	-5	2.5	6	-29	-0.9	2.1	1.5	-1.1	-13	-19
CC1=CCC2C(=O)N(c3ccc(Br)cc3C)C(=O)C2C1 (centres undefined)
  -1.1	-3	0.1	-4	0	-0.3	-0.5	0.2	-0.2	1	1
Cc1ccc(S(=O)(=O)N2CCCCC2)cc1NC(=O)c1ccc(Br)o1
  -0.9	-3	-0.1	-10	-2	-1.7	-2.1	-0.6	-1.2	4	1
c1ccc(Nc2nc(NCC3CCCO3)c3ccccc3n2)cc1 (centres undefined)
  -1.8	-5	-1.0	-19	-17	-4.2	-2.5	0.1	-2.7	-20	-9
CC1CCC2(CC1)NC(=O)N(CC(=O)Nc1ccc3c(c1)OCCCO3)C2=O (centres undefined)
  -1.7	-2	1.8	-1	-1	0.3	-0.9	1.0	-1.9	-2	1
Cc1cccc(CN(CC(=O)N/N=C/c2cccs2)S(=O)(=O)c2ccc(Cl)cc2)c1
  -0.7	7	0.2	-11	3	-2.3	1.6	-0.9	-0.4	18	4
Cc1c(OCC(=O)NCc2ccccn2)ccc2c3c(c(=O)oc12)CCCC3
  -1.6	-9	-0.9	2	-8	-0.9	1.9	0.2	-0.8	-19	-3
COC(=O)[C@]12C[C@H](CC(=O)N3CCC(c4ccccc4)CC3)C(=O)N(CCC3=CCCCC3)C1=C[C@H](COCc1ccccc1)O[C@@H]2C
  -1.2	3	/	-14	6	-0.1	3.1	/	0.4	6	-1
O=C(NCCc1cccc(C(F)(F)F)c1)C1CCC(=O)N(C2CC2)C1 (centres undefined)
  -1.1	-2	-1.2	0	-7	-1.3	-0.2	0.4	-0.8	-3	-3
Cc1noc(C)c1S(=O)(=O)N(C)C[C@H]1Oc2ccc(NC(=O)C3CCCCC3)cc2C(=O)N([C@H](C)CO)C[C@@H]1C
  -1.5	-4	1.7	-4	-3	-1.1	-0.4	2.1	-0.4	-12	-3
CC=CCn1c(SCCCc2ccccc2)nc2c1c(=O)[nH]c(=O)n2C
  -0.3	1	3.2	-11	-3	0.5	-3.2	/	-3.5	5	2
O=C(CCC1CCCCC1)NCc1ccc(F)cc1
  -2.3	0	-0.8	7	0	-0.5	-1.9	2.0	0.7	1	1
Cc1ccc2nc(NC(=S)NC(=O)c3ccco3)sc2c1
  0.2	-3	1.6	-7	-16	2.6	12*	5.2*	1.4	-15	-11

# Continued.
# Order of values: ssDAF-12 act	ADAM17 inh	GAA850 FXN act	sPLA2-III inh	PLCb3 inh	hcDAF-12 act	hgDAF12 agonist	DAX1 inh-1	DAX1 inh-2	ADAM10 inh	PLCg1 inh
CCc1cccc(C)c1NC(=S)NCC(c1cccnc1)N(C)C (centres undefined)
  -1.4	-3	0.3	7	0	0.6	1.0	1.2	0.0	-6	2
CSc1ccc(S(=O)(=O)NCc2ccc(Cl)cc2Cl)cc1
  -1.6	2	1.3	-25	0	-1.7	-0.5	-0.2	0.5	20*	2
C/C(=N\NC(=O)c1nnn(-c2nonc2N)c1CSc1ccccc1)c1cccnc1
  -0.9	-1	0.6	6	-9	0.4	1.1	0.1	-0.1	4	0
Nc1nc(SCC(=O)Nc2ccc(S(N)(=O)=O)cc2)n[nH]1
  -1.2	2	-1.3	-3	0	-0.4	-1.1	0.0	0.2	-2	2
Cc1ccc(/C=C/C(=O)NCc2ccncc2)cc1
  -1.3	-3	-0.4	-2	-1	1.1	4.1	0.9	-0.4	-5	0
CCc1nnc(SCC(=O)Nc2ccccc2)n1CC1CCCO1 (centres undefined)
  -0.6	-5	2.6	2	-6	0.8	1.0	-0.3	0.5	5	0
CCCn1cnc2scc(-c3ccc(C)c(C)c3)c2c1=O
  -1.0	-2	1.4	-1	-6	-2.2	-0.6	0.1	-1.3	3	2
CCN1C=C(Cc2ccccc2C)C2=C(C1)C(c1ccccc1C)C(C#N)=C(N)O2 (centres undefined)
  -1.2	-8	1.9	-11	-48	-1.6	-1.8	-0.1	-1.4	-26	-39
